Bioassay records (PubChem BioAssay)
Pol eta inh: DNA polymerase eta (human) inhibition; AID 588591; Potency, µM (top dose mostly 114 µM), for the others: at the top dose activity change, negative = inhibition, most hits filed as inhibitors; recombinant Pol eta, fluorescent DNA replication assay; 390,000 tested, 1.2% active; also: potency is read from the fitted curve at half-maximal effect; % is scaled to controls: 0 for no effect and ±100 for the full control effect
Target sequence (Q9Y253 whole entry, looked up): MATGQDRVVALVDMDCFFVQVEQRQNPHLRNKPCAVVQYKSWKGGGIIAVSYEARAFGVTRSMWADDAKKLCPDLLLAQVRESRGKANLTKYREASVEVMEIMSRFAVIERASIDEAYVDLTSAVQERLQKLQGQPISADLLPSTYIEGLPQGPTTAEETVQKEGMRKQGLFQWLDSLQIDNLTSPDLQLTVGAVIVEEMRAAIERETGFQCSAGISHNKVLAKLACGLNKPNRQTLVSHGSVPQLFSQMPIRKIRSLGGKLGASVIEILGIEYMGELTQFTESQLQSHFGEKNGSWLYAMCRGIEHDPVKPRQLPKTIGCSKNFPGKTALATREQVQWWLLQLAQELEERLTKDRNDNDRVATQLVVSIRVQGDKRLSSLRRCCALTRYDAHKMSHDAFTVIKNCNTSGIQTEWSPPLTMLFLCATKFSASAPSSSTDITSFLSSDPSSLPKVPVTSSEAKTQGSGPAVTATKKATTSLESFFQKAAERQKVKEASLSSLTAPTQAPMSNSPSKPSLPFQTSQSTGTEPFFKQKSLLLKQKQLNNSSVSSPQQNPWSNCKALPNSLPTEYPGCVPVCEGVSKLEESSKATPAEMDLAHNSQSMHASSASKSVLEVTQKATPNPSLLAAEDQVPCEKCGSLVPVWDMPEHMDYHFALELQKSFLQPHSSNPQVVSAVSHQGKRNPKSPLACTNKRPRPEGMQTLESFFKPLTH
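Fluorescent replication assay: 50 nM final substrate added after a 15 min room-temperature compound preincubation with 10 nM enzyme. Signal taken at 0 min and again at 10 min.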
LDHA block: inhibitors of human lactate dehydrogenase A | activity change, % (values are at about 110 or 230 µM) | 480,000 tested, 0.15% active | P00338 | purified LDHA, NADH/diaphorase-resazurin fluorescence; active compounds read low; in the data active = activity change below about -30%; inconclusive = mostly about -25% to -30%;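 also: plate controls were DMSO wells for no effect and wells without enzyme for full effect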
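Remaining NADH was detected by diaphorase (0.133 mg/mL) converting 37 µM resazurin to fluorescent resorufin, read at 0 and 20 minutes. The preceding 5-minute room-temperature reaction used 2 nM LDHA, 0.2 mM sodium pyruvate and 0.06 mM NADH at pH 7.4.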
ALOX12 inh: blocks human arachidonate 12S-lipoxygenase. P18054. purified 12hLO, xylenol orange hydroperoxide absorbance. Potency, µM (top dose mostly 108 µM), inactives show at the highest dose activity change, negative = inhibition, actives largely listed as inhibitors. 580,000 tested, 1.1% active. AID 1671190; also: potency is read from the fitted curve at half-maximal effect; % is scaled to controls: 0 for no effect and ±100 for the full control effect
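Hydroperoxide product was detected by ferrous iron/xylenol orange as the 573 to 405 nm absorbance ratio. Arachidonic acid at 40 uM (final) was turned over for 30 min at room temperature by 150 nM human 12hLO, pH 7.0 Hepes buffer, after 15 min compound preincubation.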
ERG-DNA inh: inhibitors of human ERG Ets domain-DNA interaction. AID 624246. fluorescence polarization, His-ERG Ets domain / labelled DNA. P11308. Potency, µM (titrated, usually from 76.9 µM), for inactives: top-dose FP activity, negative = inhibition, most hits filed as inhibitors. 370,000 tested, 0.028% active; active = well fitted inhibition curve with a large enough effect in the polarisation, with a control signal flat; inconclusive = small, poorly fitted or top-dose-only effect, or effect the other way, or a change in a side signal; inactive = no such curve, though single readings can be large or run the other way; the % refers to the polarisation;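 also: polarization taken with two DNA probes labelled with fluorescein and Texas red; potency is read from the fitted curve at half-maximal effect; % of control where 0% means no effect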
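His-tagged ERG Ets domain (1 uM in the protein solution; 300mM KCl, 50mM Tris-HCl, 1mM EDTA, 1mM DTT, pH 7.5) received compound, then a probe mix of 5 nM fluorescein-DNA and 100nM Texas-615-DNA. Fluorescence polarization was read for both dyes.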
POLK inh: inhibitors of human DNA polymerase kappa; Q9UBT6; Potency, µM (titrated, usually from 107 µM), for inactives: at the top dose activity, negative = inhibition, usual class: inhibitors; purified Pol kappa, fluorescent DNA synthesis assay, 10 min; 400,000 tested, 0.53% active; also: potency is read from the fitted curve at half-maximal effect; % is scaled to controls: 0 for no effect and ±100 for the full control effect
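50 nM final substrate added after 15 min RT preincubation of 10 nM Pol kappa with compound; fluorescence read at 0 and 10 min.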
APE1 inh: APE1 (human) endonuclease inhibition. P27695. recombinant APE1, TAMRA/BHQ-2 abasic DNA cleavage fluorescence. Potency, µM (highest dose often 65.8 µM), for the others: top-dose activity change, negative = inhibition, most hits filed as inhibitors. 350,000 tested, 0.35% active;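 also: potency is read from the fitted curve at half-maximal effect; plate controls were vehicle for no effect and reference inhibitor for full effect; nearly all actives have a fitted effect of over 55% in size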
Target sequence (P27695 whole entry, looked up): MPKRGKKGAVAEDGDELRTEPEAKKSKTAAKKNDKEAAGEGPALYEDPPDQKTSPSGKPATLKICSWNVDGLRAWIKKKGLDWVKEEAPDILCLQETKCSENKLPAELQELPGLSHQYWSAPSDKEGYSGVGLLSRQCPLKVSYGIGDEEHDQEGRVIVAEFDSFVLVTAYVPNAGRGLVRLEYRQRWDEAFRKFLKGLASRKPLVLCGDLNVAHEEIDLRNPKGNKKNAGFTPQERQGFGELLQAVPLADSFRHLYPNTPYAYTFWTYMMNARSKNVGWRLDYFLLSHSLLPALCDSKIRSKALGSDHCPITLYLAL
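Substrate: short duplex with […] THF abasic site, 5'-TAMRA and 3'-BHQ-2, 50 nM final. APE1 at 0.75 nM, preincubated 15 min RT with compound. Fluorescence increase from first to third read measured activity.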
POLB inh: blocks human DNA polymerase beta activity; Potency, µM (titrated, usually from 114 µM), for inactives: at the highest dose activity change, negative = inhibition, most hits filed as inhibitors; 340,000 tested, 1.3% active; AID 485314; P06746; Pol beta primer extension/strand displacement, fluorescence kinetic; also: potency is read from the fitted curve at half-maximal effect; % is scaled to controls: 0 for no effect and ±100 for the full control effect
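Homogeneous kinetic assay of primer extension and strand displacement by 10 nM Pol beta, preincubated 15 min at room temperature with compound before 50 nM substrate (final) was added. Read at 0 and 10 min; four-parameter Hill fit.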
Apoferritin bind: candidate novel general anesthetic via apoferritin binding. P02791. apoferritin/1-aminoanthracene competitive binding, fluorescence. Potency, µM (series often up to 77.5 µM), without a hit: at the highest dose activity change, negative = displacement, usual class: inhibitors. 350,000 tested, 0.074% active. AID 485281; also: potency is read from the fitted curve at half-maximal effect; % is scaled to controls: 0 for no effect and ±100 for the full control effect; nearly all actives have a fitted effect of over 20% in size
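In PBS, apoferritin at 10 uM is loaded with 1-AMA from a 50% saturated solution. After 10 min of compound exposure at ambient temperature, reduced 535 nm fluorescence indicates probe displacement.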
RGS4 inhibitor: human RGS4 inhibition; 390,000 tested, 0.039% active; Potency, µM (doses to about 114 µM), inactives show at the top dose activity change, negative = inhibition, most hits filed as inhibitors; Transcreener GDP fluorescence polarization, RGS4-accelerated GTP hydrolysis; P49798; also: potency is read from the fitted curve at half-maximal effect; % is scaled to controls: 0 for no effect and ±100 for the full control effect; nearly all actives have a fitted effect of over 75% in size; some results filed as inactive show a strong effect at the top dose
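MLSMR compounds (23 nl, pin-transferred) preincubated 10 min at room temperature with a 500nM (2x) first reagent, then RGS4 at 900nM (2x) plus Transcreener GDP mix added; fluorescence polarization (620/688 nm) read before and after 90 min at 30 °C.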
Active calls of the source: *; i = inactive; ? = inconclusive; nt = no result given; & = joins results of further samples; [ ] = another dose, or the depositor's remark. Unless noted, calls follow the shape of the dose curve; as a rule, active = well fitted curve in the direction sought with a large enough effect; inconclusive = small, poorly fitted or top-dose-only effect, or another doubt; inactive = no such curve, though single readings can be large; an effect the other way counts as inactive or inconclusive. These rows are one share of the data, so the mix of outcomes need not match the whole.

Second line of a record – POLB inh	POLK inh	Apoferritin bind	RGS4 inhibitor	ERG-DNA inh	LDHA block	APE1 inh	ALOX12 inh	Pol eta inh
- CC1Cn2c(nnc2C23CC4CC(CC(C4)C2)C3)S1 (centres undefined)
    6%	-1%	-23%	-20%	nt	-3	-2%	-10%[57.4 µM]	-13%
- CC1CCC(NC(=O)C2CCN(S(=O)(=O)c3cccc4nonc34)CC2)CC1 (centres undefined)
    16%	1%	-8%	-8%	-8%	0	14%	-2%	10%
- CCn1ccnc1CN(C)C(=O)c1cc(COc2ccc(OC)c3ccccc23)on1
    0%	-4%	-22%	-18%	-10%	6	19%	i	?
- CC(O)Cc1cn(CC(=O)N2CCN(C(=O)OC(C)(C)C)CC2)nn1 (centres undefined)
    -30%	-7%	1%	22%	11%	-1	3%	-6%	-6%
- COc1ccc(C(CNC(=O)c2ccc(NS(=O)(=O)c3ccc(F)c(C)c3)cc2)N2CCOCC2)cc1 (centres undefined)
    nt	-19%	nt	19%	10%	-5	-1%	-15%	-3%
- O=C(CSCc1ccc(Cl)cc1)N/N=C/c1ccc(Cl)cc1Cl
    -1%	-4%	?	-14%	-5%	1	-1%	-8%	-13%
- COCCCN=C1NN=C(c2cc(C)n(Cc3ccccc3Cl)c2C)CS1
    ?	-20%	-15%	-15%	-2%	-4	9%	?	-10%
- CC(=O)N1CCCC1c1nc2ccccc2n1Cc1ccc(F)cc1 (centres undefined)
    1%	4%	-2%	0%	1%	-2	nt	-3%	-15%
- O=C(Nc1ccc(Cl)cc1)OC(CN1CCCCC1)C(F)(F)F (centres undefined)
    10%	-17%	?	29%	-7%	1	-3%	77%[activator]	-13%
- O=C(CCn1ccc2cc(S(=O)(=O)N3CCCC3)ccc21)NCc1ccccc1F
    17%&-9%	-1%&0%	-9%&-4%	21%&14%	-8%&-1%	-7&1	6%	9%&-26%	4%&-21%
- COc1ccc(NC(=O)c2noc(C(C)C)c2[N+](=O)[O-])cc1
    1%	-15%	-14%	-14%	-4%	4	0%	-2%	2%
- CCC(C(=O)NC1CCCC1)N(C(=O)Cn1nnc(-c2ccc(OC)c(OC)c2)n1)C1CCCCC1 (centres undefined)
    4%	-14%	-13%	25%	0%	-6	23%	26%	-7%
- CCc1nn2c(=O)c(S(=O)(=O)Nc3ccc(C)cc3C)c(C)nc2s1
    2%	-22%	-10%	-11%	3%	-6	nt	-15%	-8%
- CCOc1ccc(CCNC(=O)c2cc(=O)[nH]c3ccc(S(=O)(=O)N4CCCCC4)cc23)cc1OCC
    0%	3%[60.1 µM]	14%	5%	1%	3	nt	-13%	-16%
- COc1ccc(-c2cc(C(F)(F)F)n3ncc(C(=O)NCc4ccco4)c3n2)cc1
    ?	-6%	5%	-1%	-3%	0	-16%	0%	?
- Cc1nc(SCC(=O)Nn2c(-c3ccccc3)nc3ccccc3c2=O)n[nH]1
    2%	0%	9%	38%	-15%	-3	-1%	5%	-1%
- Cc1cc(NC(=O)Nc2cccc(Cl)c2)n(C(C)(C)C)n1
    21%	0%	-2%	9%	-6%	-2	0%	-11%	-19%
- COc1ccccc1NC(=O)CSC1=NC(=O)C(NC(C)=O)C(=O)N1 (centres undefined)
    0%	0%	-4%	21%	-2%	-4	-2%	?	-2%
- CCN(CC)c1nn2c(=O)c(C(=O)NCc3ccc(OC)cc3OC)cnc2s1
    5%	-15%	4%	-32%	0%	1	nt	-16%	11%
- COC(=O)c1ccccc1CCC(C)=O
    19%	-9%	-5%	-21%	3%	-5	3%	10%	-11%
- O=C(CCc1ccc(O)c(O)c1)NNC(=S)NCCc1ccccc1
    0%	-15%	2%	6%	3%	-4	6%	-4%	-10%
- COc1ccc(Cl)cc1NC(=O)CSc1nnc(CNC(=O)c2ccco2)o1
    -12%	0%[60.1 µM]	-4%	-3%	-5%	-8	-1%	0%	1%
- CC1=CC(=O)N(c2ccc(C)cc2)C1c1ccc(Cl)cc1 (centres undefined)
    -14%	-11%	2%	4%	3%	-7	-9%	?	?
- Cc1ccc(-n2ncc3c(=O)n(Cc4ccccc4C)cnc32)cc1C
    6%	-3%	-16%	19%	2%	-6	nt	-29%	-1%
- CCOC(=O)N1CCC(NC(=O)c2cc(C(=O)Nc3ccc(S(=O)(=O)N4CCOCC4)cc3)ccc2CO)CC1
    ?	-5%	-3%	0%	2%	1	12%	?	-5%
- COC(=O)C1=C(C(=O)OC)[C@@H]2Nc3ccccc3[C@@]23C[C@@H](C(=O)OC)N=C3N1
    -16%	4%	3%	7%	9%	-6	-7%[12.4 µM]	-4%	-5%
- O=C(Cn1c(NCCCO)nc2ccccc21)c1cccs1
    nt	-11%	nt	17%	-11%	-11	nt	13%[57.4 µM]	-2%
- Cn1nc(-c2ccccc2F)c2cc(C(=O)NCc3ccccc3Cl)sc21
    16%	-14%	56%	14%	-1%	0	nt	-25%	-11%
- CCNC(=O)CC1C(=O)N(C)C(=S)N1NC(=O)c1ccc(Cl)cc1 (centres undefined)
    4%	4%	-6%	3%	7%	-4	-2%	?	4%
- Cc1ccc(NC(=O)Nc2ccc3c(c2)nnn3C)cc1C
    31%	2%	-4%	-7%	-6%	-1	-2%	6%	-15%

An excerpt from above in order of molecular weight, descending:
Second line of a record – POLB inh	POLK inh	Apoferritin bind	RGS4 inhibitor	ERG-DNA inh	LDHA block	APE1 inh	ALOX12 inh	Pol eta inh
- CCN(CC)c1nn2c(=O)c(C(=O)NCc3ccc(OC)cc3OC)cnc2s1
    5%	-15%	4%	-32%	0%	1	nt	-16%	11%
- Cn1nc(-c2ccccc2F)c2cc(C(=O)NCc3ccccc3Cl)sc21
    16%	-14%	56%	14%	-1%	0	nt	-25%	-11%
- COC(=O)C1=C(C(=O)OC)[C@@H]2Nc3ccccc3[C@@]23C[C@@H](C(=O)OC)N=C3N1
    -16%	4%	3%	7%	9%	-6	-7%[12.4 µM]	-4%	-5%
- CC1=CC(=O)N(c2ccc(C)cc2)C1c1ccc(Cl)cc1 (centres undefined)
    -14%	-11%	2%	4%	3%	-7	-9%	?	?
- Cc1ccc(NC(=O)Nc2ccc3c(c2)nnn3C)cc1C
    31%	2%	-4%	-7%	-6%	-1	-2%	6%	-15%
- COC(=O)c1ccccc1CCC(C)=O
    19%	-9%	-5%	-21%	3%	-5	3%	10%	-11%

Remaining list, next part.
Second line of a record – POLB inh	POLK inh	Apoferritin bind	RGS4 inhibitor	ERG-DNA inh	LDHA block	APE1 inh	ALOX12 inh	Pol eta inh
- CC1CCC2(CC1)NC(=O)N(NC(=O)c1cccs1)C2=O (centres undefined)
    nt	12%	nt	2%	-3%	-2	16%	-6%	-2%
- COc1ccc(NC(=O)N(C)C[C@@H]2Oc3ccc(NC(=O)NC(C)C)cc3CC(=O)N([C@H](C)CO)C[C@@H]2C)cc1
    nt	-9%	nt	-9%	9%	2	19%	-26%	-11%
- COC(=O)c1ccc(OC(=O)C2CSC3(C)CCC(=O)N23)cc1 (centres undefined)
    nt	-5%	nt	26%	2%	-5	8%	-28%	8%
- CCCCNc1nc(=S)n(-c2ccccc2)c(C)c1C(C)=O
    -1%	3%	-6%	-22%	-7%	-7	-2%	?	-12%
- Cc1ccc(NC(=O)c2ccc(NC3=NC4CS(=O)(=O)CC4S3)cc2)cc1 (centres undefined)
    6%	-3%	-2%	-18%	-2%	-11	19%	36%[activator]	-19%
- O=C(NC1(C(F)(F)F)NC(=O)N(Cc2ccco2)C1=O)c1cccs1 (centres undefined)
    12%	-11%	-9%	2%	3%	-8	-5%	-28%	-4%
- Cc1nnc(SCC(=O)N/N=C/c2cn(-c3ccccc3)nc2-c2ccc(F)cc2)n1-c1ccccc1
    20%	-14%	-12%	15%	9%	-4	-9%	15%	-6%
- COc1cc(/C=C2/NC(=O)N(Cc3ccccc3F)C2=O)cc(OC)c1OC
    -8%	-12%	-20%	-9%	3%	-1	14%	-24%	-12%
- O=c1[nH]c(O)c(N=Nc2ccc(Cl)c(S(=O)(=O)Nc3ccccc3Cl)c2)c(=O)[nH]1
    nt	-5%	nt	2%	29%	0	24%	-27%	-21%
- COC(C[C@@H](O)[C@@H](C)[C@@H](O)COCc1ccccc1)OC
    20%	13%	2%	7%	0%	0	-1%	-6%	-7%
- O=C(NCCc1ccc(Cl)cc1)C1CCN(c2ncnc3c2nc2n3CCCCC2)CC1
    -4%	-8%	-9%	4%	0%	-3	nt	-13%	-15%
